ELG1 genotoxic = induces genotoxicity in HEK293T cells with luciferase-tagged ELG1 | Potency, µM (top dose mostly 46 µM), inactives show at the highest dose activity change, positive = activation, hits mostly activators | HEK293T ELG1-luciferase reporter, luminescence, 16 h | actives 1.3% (n = 330,000); further: potency means the concentration at half of the fitted maximal effect; % of control where 0% means no effect; nearly all actives have a fitted effect of over 60% in size
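Step 1: seed 2,000 HEK293T ELG1-luciferase cells per well. Step 2: add compound or DMSO, incubate 16 hr at 37 °C. Step 3: ONE-Glo, 30 min at room temperature, read luminescence.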
FLuc modulator = counter-screen for miR-21 project: firefly luciferase inhibitors or activators; P08659; Potency, µM (titrated, usually from 57.5 µM), for inactives: top-dose activity change, negative = inhibition, hits mostly inhibitors; actives 6.9% (n = 360,000); purified FLuc, Km substrates, luminescence inhibition;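 further: potency means the concentration at half of the fitted maximal effect; plate controls were vehicle for no effect and reference inhibitor for full effect; nearly all actives have a fitted effect of over 55% in size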
Target sequence (P08659 whole entry, looked up): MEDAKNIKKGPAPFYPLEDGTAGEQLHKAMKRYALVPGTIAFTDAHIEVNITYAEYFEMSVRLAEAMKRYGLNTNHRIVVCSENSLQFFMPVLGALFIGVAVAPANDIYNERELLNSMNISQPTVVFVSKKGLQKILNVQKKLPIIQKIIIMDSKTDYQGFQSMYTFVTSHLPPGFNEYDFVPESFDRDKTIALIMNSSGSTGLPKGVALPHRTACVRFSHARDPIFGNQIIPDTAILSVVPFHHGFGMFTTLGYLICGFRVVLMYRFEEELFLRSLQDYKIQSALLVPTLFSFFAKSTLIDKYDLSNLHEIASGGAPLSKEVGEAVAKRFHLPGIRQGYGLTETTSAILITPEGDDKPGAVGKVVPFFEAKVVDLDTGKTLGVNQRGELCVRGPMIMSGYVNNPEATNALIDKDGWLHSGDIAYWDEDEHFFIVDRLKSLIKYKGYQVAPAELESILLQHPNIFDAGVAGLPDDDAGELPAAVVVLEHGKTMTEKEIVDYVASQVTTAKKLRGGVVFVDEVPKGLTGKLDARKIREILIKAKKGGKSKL
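Purified P. pyralis luciferase (10nM final) with 10uM D-luciferin and 10uM ATP (Km levels) in 50mM Tris acetate pH 7.5, 10mM Mg acetate, 0.01% Tween-20, 0.05% BSA; qHTS 6-point titration, ~60 µM downward; luminescence read.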
KCNH2 3.1 block = inhibitors of human KCNH2 3.1 potassium channel isoform | actives 0.95% (n = 340,000) | activity change, % (tested at about 1.8 µM) | U2OS KCNH2 3.1, thallium flux FluxOr; active compounds read low;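 active means maximum activity change below -70%; inconclusive means maximum activity change from -70% to -50%; inactive means maximum activity change above -50%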;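 further: thallium influx rate constant from kinetic fluorescence after stimulation buffer; on the % scale 0 is the no-effect control and ±100 the full control effect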
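We transduce U2OS cells with the mutant 3.1 virus, culture them overnight, load FluxOr with Red40 quencher for 45 min, then add stimulation buffer and read kinetically for 2 min to derive a normalized rate constant.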
Tb PFK inh = T. brucei PFK enzyme inhibition; O15648; T. brucei PFK, ADP-Glo luminescence; Potency, µM (top dose mostly 57.5 µM), inactives show at the top dose activity, negative = inhibition, usual class: inhibitors; actives 0.17% (n = 330,000);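 further: potency means the concentration at half of the fitted maximal effect; 0% = uninhibited 1x PFK enzyme wells and -100% = no-enzyme wells; nearly all actives have a fitted effect of over 60% in size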
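ADP-Glo luminescence quantified ADP after 45 min at room temperature, with 1.25 nM T. brucei PFK, 0.1 mM ATP and 0.5 mM fructose-6-phosphate in pH 8.0 TEA buffer. qHTS titrations up to 57 µM; curves classified by quality.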
RORgamma inh = inhibitors of mouse ROR gamma transcriptional activity | Drosophila S2 Gal4-RORgamma UAS-luciferase reporter, 20 h | Potency, µM (doses to about 53.6 µM), for inactives: at the highest dose activity change, negative = inhibition, most hits filed as inhibitors | P51450 | actives 5.4% (n = 310,000); further: potency means the concentration at half of the fitted maximal effect; on the % scale 0 is the no-effect control and ±100 the full control effect; nearly all actives have a fitted effect of over 60% in size
Target sequence (P51450 whole entry, looked up, the tested form may be a part): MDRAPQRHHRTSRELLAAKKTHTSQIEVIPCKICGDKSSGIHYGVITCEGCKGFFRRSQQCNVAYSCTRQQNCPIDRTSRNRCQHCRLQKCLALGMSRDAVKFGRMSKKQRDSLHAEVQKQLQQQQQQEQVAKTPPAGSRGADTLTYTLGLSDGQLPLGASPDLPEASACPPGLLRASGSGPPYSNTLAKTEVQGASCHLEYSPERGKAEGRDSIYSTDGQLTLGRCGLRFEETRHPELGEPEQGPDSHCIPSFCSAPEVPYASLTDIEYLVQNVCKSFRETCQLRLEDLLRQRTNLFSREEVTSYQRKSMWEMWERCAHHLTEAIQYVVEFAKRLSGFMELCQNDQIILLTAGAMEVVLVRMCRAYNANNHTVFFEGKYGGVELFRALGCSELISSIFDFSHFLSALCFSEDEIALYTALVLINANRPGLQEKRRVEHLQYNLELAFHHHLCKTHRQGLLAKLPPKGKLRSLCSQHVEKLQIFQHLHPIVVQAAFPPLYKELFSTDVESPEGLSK
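Stable Schneider cell line, Gal4 DNA-binding domain fused to ROR gamma, UAS-luciferase. Cmpd 1 hr RT → CuSO4 700 uM final → 20 hr RT → luciferase reagent 10 min → luminescence.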
Gal4-VP16 FLuc = counter-screen for ROR gamma inhibitors: Gal4-VP16 reporter | Drosophila S2 Gal4-VP16 UAS-luciferase, luminescence, 20 h | Potency, µM (top dose mostly 53.6 µM), without a hit: top-dose activity, negative = inhibition, usual class: inhibitors | actives 3.5% (n = 310,000) | AID 2546;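 further: Gal4-VP16 expression switched on by copper sulfate through the metallothionein promoter; potency means the concentration at half of the fitted maximal effect; on the % scale 0 is the no-effect control and ±100 the full control effect; nearly all actives have a fitted effect of over 50% in size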
Coupling enz = coupling enzyme interference in Giardia aldolase counter-screen; activity change, negative = inhibition, % at 58.2 µM, hits read low; coupling enzyme system counterscreen, AmpLite Red fluorescence; actives 0.67% (n = 290,000); in the data active means activity change below about -30%; further: on the % scale 0 is the no-effect control and ±100 the full control effect
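Counterscreen of the coupled detection system alone, without aldolase: glyceraldehyde-3-phosphate coupling enzymes plus AmpLite Red readout. Compounds at 57.5 uM final, 10 min RT preincubation, 20 min RT reaction, fluorescence 525/598 nm.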
NPC1 promoter act = activates the NPC1 promoter. Potency, µM (doses to about 9.22 µM), for inactives: top-dose activation, usual class: activators. actives 2.4% (n = 320,000). Huh7 NPC1 promoter luciferase reporter, 24 h;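 further: potency means the concentration at half of the fitted maximal effect; % of control where 0% means no effect; nearly all actives have a fitted effect of over 60% in size; reporter is driven by a mutant NPC1 promoter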
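Luciferase expression driven by the NPC1 promoter was measured in stably transfected Huh7 cells after a 24 h compound incubation, using a luciferase reagent and a luminescence read.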
Rab9 prom act = Rab9 promoter activation. Huh7 Rab9 promoter-luciferase reporter, luminescence, 24 h. actives 2.8% (n = 320,000). Potency, µM (top dose mostly 9.22 µM), without a hit: top-dose activation, negative = inhibition, actives largely listed as activators; further: potency means the concentration at half of the fitted maximal effect; % of control where 0% means no effect; nearly all actives have a fitted effect of over 60% in size
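Luciferase signal after 10 min detection reagent at ambient indicates Rab9 promoter upregulation; stably transfected Huh7 cells were treated 24 h with compound in DMSO at 37 °C, 5% CO2.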
uPA generation = blocks generation of uPA at the cell surface; actives 0.31% (n = 330,000); cell surface uPA generation assay, qHTS; Potency, µM (titrated, usually from 38.3 µM), inactives show top-dose activity change, negative = inhibition, actives largely listed as inhibitors; active means well fitted inhibition curve with a large enough effect; inconclusive means small, poorly fitted or top-dose-only effect; inactive means no such curve, though single readings can be large or run the other way; tested in mouse RAW 264.7 cells; further: potency means the concentration at half of the fitted maximal effect; on the % scale 0 is the no-effect control and ±100 the full control effect; nearly all actives have a fitted effect of over 55% in size
Giardia killer = kills Giardia lamblia. Giardia lamblia trophozoite viability. activity change, % at 7.66 µM, hits read low. actives 0.15% (n = 340,000). AID 540267; in the data active means activity change below about -80%; inconclusive means between about -30% and that limit;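 further: parasites exposed to compound for two days anaerobically before the ATP read; on the % scale 0 is the no-effect control and ±100 the full control effect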
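Giardia lamblia trophozoites (100 cells/well) were incubated with compounds for 48 h at 37 deg C under anaerobic conditions. Viability was read as ATP content by one-step luminescence after 15-30 min at room temperature.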
An asterisk follows results filed as active; ? = inconclusive; / = no result given; & = joins results of further samples; [ ] = dose if it differs, or a comment. Unless noted, the call rests on the fitted dose curve; in most records, active means well fitted curve in the direction sought with a large enough effect; inconclusive means small, poorly fitted or top-dose-only effect, or another doubt; inactive means no such curve, though single readings can be large; an effect the other way counts as inactive or inconclusive.

The line under a structure holds: ELG1 genotoxic, FLuc modulator, KCNH2 3.1 block, Tb PFK inh, RORgamma inh, Gal4-VP16 FLuc, Coupling enz, NPC1 promoter act, Rab9 prom act, uPA generation, Giardia killer
[1] CN(C(=O)COC(=O)c1ccc(Br)o1)c1c(N)n(Cc2ccccc2)c(=O)[nH]c1=O
    10%, -17%, 12, -2%, /, /, /, 0%, -2%, 2%, 7
[2] Cc1cccc(NCc2ccc(N(C)C)cc2)n1
    18µM*, 11µM*, -1, -1%, ?, -14%, -1, ?, ?, -2%, 2
[3] O=[N+]([O-])c1cc(S(=O)(=O)N2CCCC2)ccc1N/N=C/c1cccnc1
    2%, -2%, 12, -2%, 1%, -9%, 1, -3%, 1%, 3%, -17
[4] O=C(Nc1ccncc1)C1CCN(S(=O)(=O)c2c(Cl)cccc2Cl)CC1
    -1%, 4%, -2, 14%, /, /, /, 7%, 2%, -28%, 12
[5] O=S(=O)(c1ccc(SCc2ccccc2)nc1)N1CCCCCC1
    6%, ?, -17, -4%, /, /, /, 1%, -1%, 9%, -4
[6] Cc1cc(C)c(OCC(=O)OC(C)C(=O)NCc2ccccc2)c(C)c1 (stereo unspecified)
    1%, 1%, 4, -9%, /, /, /, 1%, -2%, 4%, -14
[7] O=C1CCCN1C(=O)COc1ccccc1[N+](=O)[O-]
    0%, 4%, -21, -1%, /, /, /, -8%, -2%, 2%, -8
[8] CN(C)CCCNC(=O)CC(c1ccccc1)c1ccccc1O (stereo unspecified)
    /, -2%, -29, /, -18%, 15%, 1, /, /, 5%, 27
[9] Cc1occc(=O)c1OC(=O)Nc1ccccc1
    5%, 0%[2.3 µM], 14, 7%, 6%, 10%, 1, 6%, 5%, 4%, -16
[10] CCOC(=O)c1cnc2cc(F)c(F)cc2c1N1CCN(C)CC1
    1%, 0%, /, 1%, 9%, -2%, -1, -2%, 0%, /, /
[11] CCCN(CCO)Cc1ccc(F)c(Br)c1
    0%, 4%, 0, -19%, -13%, 3%, 2, 1%, 1%, -20%, 8
[12] CCC(CC)C(=O)Nc1cccc(C(=O)N2CCOCC2)c1
    -3%, -7%, 4, 3%, -7%, -8%, -5, 3%, -2%, 7%, 1
[13] O=C1CCC(C(=O)N2CCC(O)(c3ccccc3)CC2)CN1CCc1ccccc1 (stereo unspecified)
    4%, -2%, 0, 1%, 2%, -12%, /, -3%, 1%, 2%, -13
[14] CCC(C)[C@H](NC(=O)N1CC(=O)Nc2ccccc21)C(=O)N[C@@H](C(=O)O)c1ccccc1 (stereo partly specified)
    7%, 2%, 25, 3%, -9%, -8%, /, -3%, -4%, 2%, 12
[15] COc1ccc(N2CC(C(=O)N[C@@H](C)C(=O)NCc3ccccc3OC)CC2=O)cc1 (stereo partly specified)
    6%, 2%, 7, 1%, -27%, -17%, /, -7%, 1%, 14%, 5
[16] CCC(=O)Nc1cc(NC(=O)CSc2nnc(C(C)C)n2CC)ccc1C
    2%, -6%, -5, 25%, 10%, 9%, 4, 5%, -1%, -2%, -15
[17] COc1ccc(NC(=S)N(Cc2ccc(Cl)cc2)Cc2ccc(C(=O)O)cc2)cc1Cl
    0%, -15%, -7, -2%, 10%, -2%, -2, -4%, -2%, -6%, 19
[18] O=C1c2ccccc2-n2c1nc1ccccc1c2=O
    -5%, ?, 15, 3%, ?, 4%&-28%&-12%, -23&-10&-24, ?, ?, ?, -14
[19] COc1cc(/C=C2\N=C3CCCCCN3C2=O)ccc1O
    ?, 17µM*, -10, 3%, 13%, 3%, 1, 2%, 16%, -13%, -5
[20] CSc1nc(C)cc(OCC#N)n1
    0%, 2%, 4, -7%, 6%, 2%, 0, -2%, -1%, 0%, -11

The closing 6 records of the part above open the next one:
15	COc1ccc(N2CC(C(=O)N[C@@H](C)C(=O)NCc3ccccc3OC)CC2=O)cc1 (stereo partly specified)
16	CCC(=O)Nc1cc(NC(=O)CSc2nnc(C(C)C)n2CC)ccc1C
17	COc1ccc(NC(=S)N(Cc2ccc(Cl)cc2)Cc2ccc(C(=O)O)cc2)cc1Cl
18	O=C1c2ccccc2-n2c1nc1ccccc1c2=O
19	COc1cc(/C=C2\N=C3CCCCCN3C2=O)ccc1O
20	CSc1nc(C)cc(OCC#N)n1
21	COc1ccc(-c2c(C)oc3c(CN4CCCCC4C)c(O)ccc3c2=O)cc1OC (stereo unspecified)
22	O=C(NNC(=O)C1CCCO1)c1ccc(F)cc1 (stereo unspecified)
23	O=C(Nc1ccc(Br)cc1Cl)Nn1cnnc1
24	O=C(OCc1ccc(Cl)c(Cl)c1)c1ccc[nH]1
25	COc1cc(NC(=O)c2ccc3c(c2)OCO3)ccc1NC(=O)C(C)C
26	COc1ccc(NC(=O)CN(c2ccc(OC)c(Cl)c2)S(=O)(=O)c2ccccc2)c(OC)c1
Compound	15	16	17	18	19	20	21	22	23	24	25	26
ELG1 genotoxic	6%	2%	0%	-5%	?	0%	-3%	0%	-5%	?	9%	-1%
FLuc modulator	2%	-6%	-15%	?	17µM*	2%	-1%	-3%	-2%	24µM*	15µM*	-2%
KCNH2 3.1 block	7	-5	-7	15	-10	4	12	5	1	4	0	-5
Tb PFK inh	1%	25%	-2%	3%	3%	-7%	-1%	-5%	-21%	?	-2%	2%
RORgamma inh	-27%	10%	10%	?	13%	6%	-20%	-4%	?	30%	27%	?
Gal4-VP16 FLuc	-17%	9%	-2%	4%&-28%&-12%	3%	2%	-7%	-4%	-8%	1%	2%	-11%
Coupling enz	/	4	-2	-23&-10&-24	1	0	-1	4	0	-5	0	-2
NPC1 promoter act	-7%	5%	-4%	?	2%	-2%	1%	3%	-2%	?	18%	-4%
Rab9 prom act	1%	-1%	-2%	?	16%	-1%	0%	-10%	-1%	?	4%	0%
uPA generation	14%	-2%	-6%	?	-13%	0%	-1%	-4%	2%	2%	2%	-6%
Giardia killer	5	-15	19	-14	-5	-11	10	-8	1	-8	-9	11

27	O=C(COC(=O)[C@@H]1CC(O)CN1S(=O)(=O)c1ccc2c(c1)OCCO2)Nc1ccccc1F (stereo partly specified)
28	COc1ccc(NS(=O)(=O)c2ccc(C)cc2)c([N+](=O)[O-])c1
29	CN(C(=O)C1CCCO1)c1nnc(-c2ccccn2)s1 (stereo unspecified)
30	COc1ccc(OC)c(-n2c(SCC(=O)Nc3cccc(S(N)(=O)=O)c3)nc3ccccc3c2=O)c1
31	COC(=O)c1ccc(/C=C/C(=O)OCC(=O)NCc2cccs2)cc1
32	c1ccc(-c2onc(-c3ccco3)c2-c2ccc3c(c2)OCO3)cc1
Compound	27	28	29	30	31	32
ELG1 genotoxic	0%	-1%	?	2%	0%	-2%
FLuc modulator	-4%	-2%	15µM*	-2%	/	?
KCNH2 3.1 block	2	-4	3	2	-7	-9
Tb PFK inh	-5%	0%	-5%	14%	2%	1%
RORgamma inh	15%	9%	-29%	41%	/	-13%
Gal4-VP16 FLuc	-5%	3%	?	-7%	/	3%
Coupling enz	-3	-1	4	-1	/	-1
NPC1 promoter act	-4%	-2%	12%	-3%	/	-3%
Rab9 prom act	-3%	0%	25%	-2%	/	1%
uPA generation	-1%	0%	1%	2%	-7%	-10%
Giardia killer	6	?	-21	-2	-1	-17

33	N#CCSc1nnc(COc2ccccc2)n1-c1ccccc1
34	O=C(Cc1nnc(NC(=O)c2ccccc2)s1)N/N=C/c1ccc(O)cc1
35	CCc1ccc(N2CC(C(=O)Nc3ccc(S(=O)(=O)N4CCCCC4)cc3)CC2=O)cc1 (stereo unspecified)
36	Cc1ccc(CNC(=O)CSc2nc3ccsc3c(=O)n2Cc2ccccn2)cc1
37	CCOc1ccc(C2C(C#N)=C(N)Oc3nc[nH]c(=O)c32)cc1OC (stereo unspecified)
38	COc1cccc(N2CC(NS(=O)(=O)c3cccs3)CC2=O)c1 (stereo unspecified)
Compound	33	34	35	36	37	38
ELG1 genotoxic	-2%	3%	6%	3%	0%	2%
FLuc modulator	0%	-16%	0%	7%	3%	8%
KCNH2 3.1 block	12	7	-1	-5	-2	-5
Tb PFK inh	-2%	-2%	-2%	-5%	3%	-6%
RORgamma inh	?	19%	/	39%	-9%	/
Gal4-VP16 FLuc	?	0%	/	-4%	-3%	/
Coupling enz	5	-2	-1	-1	4	/
NPC1 promoter act	-6%	4%	-12%	3%	0%	0%
Rab9 prom act	-10%	-3%	-16%	2%	-4%	-5%
uPA generation	-7%	-1%	-3%	7%	1%	5%
Giardia killer	10	0	18	12	7	1

Source: PubChem BioAssay (National Center for Advancing Translational Sciences (NCATS))
